Screens as filed in PubChem.
SENP6 block = blocks the human protease SENP6; 1.8% of 330,000 active; Recombinant SENP6 catalytic domain, aminoluciferin luminescence; inhibition, % at 10 µM; Q9GZR1; AID 2599;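 active = inhibition above about 50% at the single tested dose, limit read from the data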;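 note: plate controls were DMSO wells with enzyme for no effect and DMSO wells lacking enzyme for full effect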
HKDC1 inhibitor = inhibitors of human hexokinase HKDC1; recombinant HKDC1, G6PDH/diaphorase resazurin coupled fluorescence; inhibition, % at 20 µM; 0.16% of 340,000 active;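 active = inhibition above about 35% when tested at 20 µM, limit read from the data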;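 note: plate controls were DMSO wells with enzyme for no effect and DMSO wells lacking enzyme for full effect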
Target sequence (Q2TB90 whole entry, looked up): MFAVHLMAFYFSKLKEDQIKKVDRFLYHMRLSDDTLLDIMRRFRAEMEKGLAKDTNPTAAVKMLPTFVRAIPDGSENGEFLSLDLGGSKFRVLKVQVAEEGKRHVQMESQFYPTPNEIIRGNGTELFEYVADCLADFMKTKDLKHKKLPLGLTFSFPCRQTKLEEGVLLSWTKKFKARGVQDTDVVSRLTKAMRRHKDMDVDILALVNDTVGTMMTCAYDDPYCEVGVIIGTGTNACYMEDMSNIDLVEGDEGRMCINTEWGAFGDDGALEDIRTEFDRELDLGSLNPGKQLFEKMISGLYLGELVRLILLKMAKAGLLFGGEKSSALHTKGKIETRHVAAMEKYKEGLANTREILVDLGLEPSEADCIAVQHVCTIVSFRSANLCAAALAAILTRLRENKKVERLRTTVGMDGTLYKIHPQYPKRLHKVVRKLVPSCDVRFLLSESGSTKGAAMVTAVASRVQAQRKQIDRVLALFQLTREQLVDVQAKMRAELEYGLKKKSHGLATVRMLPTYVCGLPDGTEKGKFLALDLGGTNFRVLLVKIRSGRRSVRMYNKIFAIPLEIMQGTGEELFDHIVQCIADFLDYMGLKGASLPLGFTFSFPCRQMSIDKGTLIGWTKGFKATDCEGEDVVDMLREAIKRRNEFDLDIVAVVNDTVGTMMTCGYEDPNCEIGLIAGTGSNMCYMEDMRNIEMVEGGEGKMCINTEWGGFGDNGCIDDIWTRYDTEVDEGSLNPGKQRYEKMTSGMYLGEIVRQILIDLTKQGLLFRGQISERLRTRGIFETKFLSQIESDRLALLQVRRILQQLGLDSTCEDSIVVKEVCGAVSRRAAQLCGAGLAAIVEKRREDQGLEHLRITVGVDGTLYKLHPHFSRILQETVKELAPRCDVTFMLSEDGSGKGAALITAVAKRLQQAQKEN
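test system = in-house recombinant HK5 (HKDC1) enzyme | amount = HKDC1 at 5 µg/mL | control set = DMSO-enzyme wells negative, buffer-substituted wells positive | compound = one dose of 20 µM, 1% DMSO | schedule = reaction time 90 min, room temperature, protected from light | technique = resorufin fluorescence at 613 nm | reagent = glucose with 1 mM ATP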
SENP8 block-1 = blocks human SENP8 cleavage of Nedd8 substrate | AID 602440 | 0.64% of 360,000 active | recombinant SENP8, Nedd8 substrate fluorescence | inhibition, % at 20 µM; in the data active = inhibition mostly above about 40%, no sharp cut-off; inactive = mostly below about 27%
Target sequence (Q96LD8 whole entry, looked up): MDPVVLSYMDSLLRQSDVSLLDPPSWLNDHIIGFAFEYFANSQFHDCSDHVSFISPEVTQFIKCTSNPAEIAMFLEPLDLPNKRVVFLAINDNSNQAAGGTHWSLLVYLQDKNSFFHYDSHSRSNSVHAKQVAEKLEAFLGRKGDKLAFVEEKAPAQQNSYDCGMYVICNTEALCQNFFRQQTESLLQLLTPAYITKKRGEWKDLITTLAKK
Apaf-1 inh = human Apaf-1 inhibition. O14727. reconstituted apoptosome caspase-3 activity, DEVD-Rh110 fluorescence. inhibition, % at 20 µM. 0.71% of 330,000 active; active = inhibition of at least 40% at 20 µM;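 note: plate controls were DMSO wells for no effect and DEVD-CHO caspase inhibitor wells for full effect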
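System: reconstituted apoptosome with Apaf-1, cytochrome c, caspase-9, procaspase-3, dATP; Signal: Rh110 fluorescence intensity; Schedule: 30 min compound preincubation, 50 min activation, room temperature; Reagent: cytochrome c trigger plus (Z-DEVD)2-Rh110 caspase-3 substrate.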
SENP7 block = inhibitors of human SENP7 protease; inhibition, % at 5 µM; AID 434973; recombinant SENP7, Z-RLRGG-aminoluciferin luminescence, 40 min; 1.5% of 330,000 active; Q9BQF6;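 active = inhibition above about 50% at the single test dose, limit read from the data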;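 note: plate controls were DMSO with enzyme for no effect and no enzyme buffer wells for full effect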
SENP8 block-2 = inhibitors of human SENP8 protease | inhibition, % at 10 µM | AID 2540 | Q96LD8 | 1.2% of 330,000 active | purified SENP8, Z-RLRGG-aminoluciferin cleavage, luminescence; in the data active = inhibition above about 50%
PfG6PD inh = PfG6PD (Plasmodium falciparum) enzyme inhibition. PfGluPho enzyme, NADPH resazurin-diaphorase fluorescence. inhibition, % at 20 µM. 0.78% of 350,000 active;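 active = inhibition reaching at least a set limit at 20 µM in the primary screen, cut at about 59% in these data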;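 note: 0% = DMSO wells with substrate and 100% = DMSO wells lacking glucose-6-phosphate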
SENP1 inh = inhibitors of human SENP1 SUMO protease catalytic domain; recombinant SENP1 catalytic domain, CyPet-SUMO1-YPet FRET cleavage; inhibition, % at 10 µM; 0.21% of 360,000 active; AID 624204;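 active = inhibition at least 30% at 10 µM, raw YFP signal under a set limit, fluorescence ratio 0.5 to 1.5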;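 note: 0% = enzyme with DMSO and 100% = no enzyme wells; some results filed as inactive read as strong as hits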
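Assay system – human recombinant His6-tagged SENP1 catalytic domain enzyme · Input – SENP1 enzyme, 20 pM final · Buffer or medium – Tris pH 8 buffer plus EDTA, NaCl, BME, BSA, NP40, catalase · Schedule – 50 min reaction at room temperature · Technique – FRET read of cyan and yellow fluorescence · Control set – no-enzyme wells low, DMSO-plus-enzyme wells high control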
Starred values were filed as active, the others as inactive; . = not tested or not shown. A portion of the library; rates above refer to the full screens.

SMILES | SENP6 block | HKDC1 inhibitor | SENP8 block-1 | Apaf-1 inh | SENP7 block | SENP8 block-2 | PfG6PD inh | SENP1 inh
C[C@@H]1C(=O)O[C@@H]2[C@H](O)C34[C@@H]5OC(=O)C3(O[C@H]3OC(=O)[C@H](O)C34[C@H](C(C)(C)C)[C@H]5O)[C@@]12O (stereo partly specified) | -16 | -6 | 14 | -4 | 8 | -9 | 0 | 0
CCOC(=O)C(NC(=O)C(Cc1ccc(N(CCCl)CCCl)cc1)NC(C)=O)C(C)C (stereo unspecified) | 10 | -4 | 18 | 7 | 8 | -3 | -4 | 2
O=C(Nc1cccc(Cl)c1)OC1CN2CCC1CC2 (stereo unspecified) | -9 | 3 | 6 | -1 | -4 | -9 | 2 | 0
O=C(Cn1ncc2c3ccccc3n(Cc3ccccc3F)c2c1=O)N1CCC2(CC1)OCCO2 | 11 | -9 | -12 | 1 | 6 | 3 | -11 | -2
CC(C)c1ccc(OCC(=O)N2CCN(C)CC2)c(Br)c1 | -5 | -11 | 17 | 7 | -3 | -13 | -7 | 3
Cn1c(=O)cc(OCCCC(=O)N2CCC3(CC2)OCCO3)c2ccccc21 | -4 | 3 | 11 | -1 | 2 | 1 | 14 | 3
CC12CN3CC(c4ccccc4)(CN(C1)C31CCCCC1)C2=O | 2 | -3 | 21 | -7 | -3 | 4 | 14 | 3
C[n+]1c(-c2ccccc2)sc2ccccc21 | -12 | -6 | 3 | -5 | 9 | -7 | 32 | 2
O=[N+]([O-])c1ccc(CN2CC=C(c3ccccc3)CC2)cc1 | 10 | -4 | 24 | 5 | 4 | 6 | -4 | -3
CCc1ccccc1NC(=O)N1C[C@H]2C[C@@H](C1)c1cccc(=O)n1C2 | 4 | -3 | 12 | -9 | 4 | 2 | 1 | 2
Cc1cc(OCC(=O)N2CCC(C(=O)NCC(C)C)CC2)c2c3c(c(=O)oc2c1)CCCC3 | -13 | -2 | -167 | 6 | 0 | 1 | -16 | 2
COc1ccc(C(=O)C2CCCN(Cc3ccc(C)s3)C2)c(OC)c1 (stereo unspecified) | 3 | -7 | 11 | 5 | 2 | 0 | 35 | 1
CN1C(=O)C(=Cc2ccc(N(C)C)c([N+](=O)[O-])c2)C(=O)N(C)C1=O | 2 | . | . | 4 | 10 | 4 | . | .
O=c1[nH]c(=O)n(-c2cccc(Cl)c2)c(O)c1/C=N/c1ccccn1 | -6 | 1 | -83 | -8 | 2 | 1 | 13 | 2
CNc1ccc2nc3ccccc3[n+](C)c2c1 | 66* | 17 | 72* | 89* | 30 | 47 | -12 | -3
CCCCn1c(O)c(C(C)=NCc2ccco2)c(=O)[nH]c1=O | -5 | -4 | 17 | -16 | -4 | 3 | 0 | 1
COc1ccc(F)cc1C(=O)C1CCCN(Cc2cnc(C)s2)C1 (stereo unspecified) | -10 | 1 | 5 | -6 | -10 | -10 | 0 | 0
CCC1(c2ccc(-c3ccccc3)cc2)C(=O)NC(=O)NC1=O | 5 | 9 | 15 | 6 | -7 | 7 | -15 | 0
COC(=O)C1=C(c2cc3ccccc3s2)C[C@@H]2CC[C@H]1N2C(=O)N1CCC(O)CC1 | -2 | -8 | 15 | 2 | -9 | -8 | -14 | 1
C=CCn1c(O)c(/C=N/NC(=O)CCCC)c(=O)[nH]c1=S | -2 | -9 | -3 | -14 | -11 | -14 | -22 | 0

The closing 2 entries of the section above lead into the next.
SMILES | SENP6 block | HKDC1 inhibitor | SENP8 block-1 | Apaf-1 inh | SENP7 block | SENP8 block-2 | PfG6PD inh | SENP1 inh
COC(=O)C1=C(c2cc3ccccc3s2)C[C@@H]2CC[C@H]1N2C(=O)N1CCC(O)CC1 | -2 | -8 | 15 | 2 | -9 | -8 | -14 | 1
C=CCn1c(O)c(/C=N/NC(=O)CCCC)c(=O)[nH]c1=S | -2 | -9 | -3 | -14 | -11 | -14 | -22 | 0
N#Cc1ccc(C(=O)N2Cc3cnnn3-c3ccccc3C2C#N)cc1 (stereo unspecified) | . | -4 | 0 | . | . | . | -2 | 3
CC1=C2C(=O)C3C(CC=C4CC(O)CCC43C)C2CCC12OC1CC(C)CNC1C2C (stereo unspecified) | -12 | 5 | 13 | 3 | -4 | 10 | -7 | 1
C/C(=N\N1CCN(C)CC1)c1c(O)[nH]c(=O)[nH]c1=O | -20 | -8 | 24 | -10 | -3 | 0 | -1 | 3
CCOP(=O)(OCC)c1ccc(O)cc1 | -8 | -10 | 7 | -3 | 1 | 2 | 6 | 0
CCC(=NCc1ccco1)c1c(O)n(-c2ccccc2)c(=O)[nH]c1=O | 7 | -5 | 9 | -4 | -2 | -5 | 6 | 0
O=C(CN1CCN(Cc2ccc(Cl)cc2)C1=O)N1CCC2(CC1)OCCO2 | -2 | -4 | 30 | -18 | -4 | 1 | -3 | 2
CCCc1nnc(NC(=O)CCC(=O)N2CCC3(CC2)OCCO3)s1 | -33 | -3 | 21 | -11 | 7 | -1 | 3 | 2
O=C(CN1CCN(C(=O)COc2cccc(F)c2)CC1)Nc1ccc(Cl)c(C(F)(F)F)c1 | -18 | -2 | -8 | 23 | -8 | -12 | 16 | 0
Cc1ccc(/C=C2/C(=O)NC(=O)N(Cc3ccc(F)cc3)C2=O)o1 | -22 | . | . | 13 | -9 | -11 | . | .
COc1ccc(Cn2c(O)c(C=NCCCn3ccnc3)c(=O)[nH]c2=O)cc1 | -18 | 2 | 13 | 6 | -5 | -11 | 2 | 0
Cc1ccc(C[n+]2c(-c3ccc(C)cc3)cc(-c3ccc(C)cc3)cc2-c2ccc(C)cc2)cc1 | -36 | 2 | -488 | 79* | -11 | -19 | 14 | 1
CN1CCN(C(=O)OC2c3nccnc3C(=O)N2c2ccc(Cl)cn2)CC1 (stereo unspecified) | -14 | . | . | -9 | -3 | 8 | . | .
OC1(c2ccccc2F)CC2CCC(C1)N2CCN1CCOCC1 (stereo unspecified) | 4 | -12 | 11 | 0 | -1 | 2 | -7 | -2
N/C(=N\[N+](=O)[O-])NCCCC(NC(=O)CNC(=O)c1ccccc1)C(=O)O (stereo unspecified) | -30 | 2 | 9 | 5 | -3 | -5 | 17 | -2
CCOc1ccc(C=C2C(=O)NC(=S)NC2=O)cc1OCC | . | 5 | -3 | . | . | . | -4 | -1
O=C(O)CCn1cc(C=C2C(=O)NC(=S)NC2=O)c(-c2cccc(Cl)c2)n1 | -7 | 3 | 8 | -2 | 8 | 1 | 14 | 0
CC12CN3CC(C)(CN(C1)C3c1cccs1)C2=O (stereo unspecified) | -5 | -5 | 1 | -10 | 0 | 4 | -3 | 0
Cn1cccc1/C=C1\C(=O)NC(=O)N(Cc2ccco2)C1=O | . | 10 | 22 | . | . | . | 26 | -8
CCC(=NCC1CCCO1)c1c(O)n(-c2ccccc2C)c(=O)[nH]c1=O (stereo unspecified) | -16 | -4 | 11 | -11 | 15 | -5 | -4 | -1
CN(C)S(=O)(=O)c1cc(C(=O)N2CCC(C(=O)O)(c3ccccc3)CC2)ccc1Cl | -23 | 5 | 2 | 5 | -6 | -5 | -18 | 0

Taken from the listing (6 entries):
SMILES | SENP6 block | HKDC1 inhibitor | SENP8 block-1 | Apaf-1 inh | SENP7 block | SENP8 block-2 | PfG6PD inh | SENP1 inh
C[C@@H]1C(=O)O[C@@H]2[C@H](O)C34[C@@H]5OC(=O)C3(O[C@H]3OC(=O)[C@H](O)C34[C@H](C(C)(C)C)[C@H]5O)[C@@]12O (stereo partly specified) | -16 | -6 | 14 | -4 | 8 | -9 | 0 | 0
CCOC(=O)C(NC(=O)C(Cc1ccc(N(CCCl)CCCl)cc1)NC(C)=O)C(C)C (stereo unspecified) | 10 | -4 | 18 | 7 | 8 | -3 | -4 | 2
O=C(Nc1cccc(Cl)c1)OC1CN2CCC1CC2 (stereo unspecified) | -9 | 3 | 6 | -1 | -4 | -9 | 2 | 0
O=C(Cn1ncc2c3ccccc3n(Cc3ccccc3F)c2c1=O)N1CCC2(CC1)OCCO2 | 11 | -9 | -12 | 1 | 6 | 3 | -11 | -2
CC(C)c1ccc(OCC(=O)N2CCN(C)CC2)c(Br)c1 | -5 | -11 | 17 | 7 | -3 | -13 | -7 | 3
Cn1c(=O)cc(OCCCC(=O)N2CCC3(CC2)OCCO3)c2ccccc21 | -4 | 3 | 11 | -1 | 2 | 1 | 14 | 3

Filtered by structure, the entries above with a nitro group on carbon.
SMILES | SENP6 block | HKDC1 inhibitor | SENP8 block-1 | Apaf-1 inh | SENP7 block | SENP8 block-2 | PfG6PD inh | SENP1 inh
O=[N+]([O-])c1ccc(CN2CC=C(c3ccccc3)CC2)cc1 | 10 | -4 | 24 | 5 | 4 | 6 | -4 | -3
CN1C(=O)C(=Cc2ccc(N(C)C)c([N+](=O)[O-])c2)C(=O)N(C)C1=O | 2 | . | . | 4 | 10 | 4 | . | .

New compounds follow.
SMILES | SENP6 block | HKDC1 inhibitor | SENP8 block-1 | Apaf-1 inh | SENP7 block | SENP8 block-2 | PfG6PD inh | SENP1 inh
O=C(CN1CCCCC1)c1ccc2c(c1)OCO2 | -7 | 3 | 9 | -7 | -2 | 1 | -2 | -2
COC(=O)C1(C(=O)O)Cc2cc([N+](=O)[O-])ccc2N2CCCC21 (stereo unspecified) | -19 | 1 | 35 | 0 | 2 | -2 | 13 | -1
C[C@]12C[C@H](O)[C@@H](O)CC1=CCC1C2CC[C@@]2(C)C1CC[C@@H]2O (stereo partly specified) | -20 | -6 | 12 | 0 | 10 | -1 | 4 | 2
CC(C)n1c(=O)c(C=Nc2ccc(F)cc2)c(O)n(Cc2ccco2)c1=O | -18 | -5 | -81 | 7 | 10 | 3 | 5 | -6
CN1CCC(n2nccc2N)CC1 | -3 | 2 | 24 | 10 | -2 | 6 | 10 | 1
COc1cccc(C(=O)C2CCCN(Cc3ccc(F)cc3)C2)c1 (stereo unspecified) | 2 | -1 | 9 | -12 | -1 | -1 | 0 | 5
CC(C)n1cc(C(=O)N(CC(=O)NC2CCCC2)Cc2ccccc2)cn1 | -14 | -10 | 3 | -1 | -8 | -11 | 3 | 2
COc1c(O)ccc2c1-c1c3c(cc4c1C(C2)N(C)CC4)OCO3 (stereo unspecified) | -4 | 8 | -50 | 10 | -14 | 0 | -9 | -40
O=C(O)Cn1cc(/C=C2\C(=O)NC(=O)N(Cc3ccco3)C2=O)c2ccccc21 | 20 | 15 | -18 | 13 | -4 | 0 | 21 | -12
CC(C)C[C@H](NP(=O)(O)O[C@@H]1O[C@@H](C)[C@H](O)[C@@H](O)[C@H]1O)C(=O)N[C@@H](Cc1c[nH]c2ccccc12)C(=O)O | -6 | -8 | 2 | -10 | -2 | 8 | -19 | -1
ON1C2CCCCC2N(O)C1c1ccccc1 (stereo unspecified) | 3 | -2 | 6 | -16 | -11 | 0 | -1 | 4
COCCCNC(=O)Cn1cc(/C=C2\C(=O)NC(=O)N(c3ccccc3F)C2=O)c2ccccc21 | -24 | 2 | 15 | 3 | 4 | 1 | 8 | -2
CCCCc1nc2ccccc2c(=O)n1-c1ccc(O)cc1 | -4 | -4 | 20 | 5 | -2 | -6 | -10 | 3
C[C@]12CC[C@H](O)C[C@@H]1CC[C@@H]1[C@@H]2CC[C@]2(C)[C@@H](C(=O)O)C[C@@H]12 | 1 | -1 | 11 | -7 | 2 | 1 | -13 | 2
O=C(CCCN1CCC2(CC1)C(=O)NCN2c1ccccc1)c1ccc(F)cc1 | -8 | 1 | 6 | -4 | 5 | -7 | -1 | -1
Cc1nc2ccccc2c(=O)n1-c1ccccc1C(F)(F)F | -3 | -3 | 9 | 1 | -7 | -1 | -14 | 3
